Screens from PubChem BioAssay.
APJ antag – APJ receptor antagonism; CHO-K1 APJ beta-arrestin complementation, luminescence; 330,000 tested, 0.32% active; P35414; inhibition, % at 20 µM;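 active = inhibition above about 40% at 20 µM, limit read from the data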;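 also: cells challenged with 10 nM apelin-13 agonist together with compound; plate controls were apelin-13 plus DMSO wells for no effect and DMSO wells lacking apelin-13 for full effect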
CXCR6 block – CXCR6 (human) receptor inhibition | O00574 | CHO-K1 PathHunter CXCR6 beta-arrestin, luminescence | inhibition, % at 20 µM | 360,000 tested, 0.36% active | AID 602244; in the data active = inhibition above about 34%, passing the limit was not always enough;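 also: antagonist mode with CXCL16 agonist at 10 nM final; 0% = 10 nM CXCL16 with DMSO and 100% = unstimulated wells without agonist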
APJ agonist – agonists of human APJ apelin receptor; P35414; CHO-K1 APJ PathHunter beta-arrestin, luminescence; 0% DMSO wells, 100% apelin; activation, % at 20 µM; 330,000 tested, 0.11% active;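 active = activation more than six SD over the plate average, tested at 20 µM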;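 also: 0% = DMSO alone and 100% = apelin-13 at 10 nM; some results filed as inactive read as strong as hits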
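Test system: CHO-K1 APJ beta-arrestin complementation cell line | Compound: Single test compound dose, 20 µM final, 1% DMSO | Incubation: Compound 90 min 25 °C, reagent 1 h | Measured by: beta-gal luminescence | Read-out basis: APJ–arrestin association signal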
TIM10 inh – inhibits growth of TIM10 yeast strain; S. cerevisiae TIM10 strain growth, BacTiter-Glo luminescence, 24 h; inhibition, % at 10 µM; 330,000 tested, 1.4% active;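 active = inhibition of 40% or more at the single tested concentration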;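 also: wild-type TIM10 isogenic control strain grown at permissive 25 °C; 0% = DMSO yeast wells and 100% = minimal medium wells without yeast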
tim23-1 inh – tim23-1 yeast growth inhibition; S. cerevisiae tim23-1 growth, BacTiter-Glo luminescence, 24 h; inhibition, % at 20 µM; 330,000 tested, 1.3% active; AID 463212;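 active = growth inhibition of the mutant yeast at or above 50%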;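 also: temperature-sensitive mutant grown at 25 °C; plate controls were DMSO-treated mutant yeast for no effect and medium wells lacking yeast for full effect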
UPR CHOP act – activators of apoptotic arm of unfolded protein response (CHOP). CHO-CHOP luciferase reporter, UPR activation, luminescence; percent of tunicamycin response over DMSO baseline. activation, % at 10 µM. 330,000 tested, 0.34% active. AID 449763;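 active = at 10 µM dose, activation of 40% or more, normalized to positive control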;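 also: 100% = tunicamycin at 10 µg/mL and 0% = DMSO alone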
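System: CHO-CHOP luciferase reporter cell line; amount: 500 cells/well; buffer or medium: F12 medium containing 10% fetal bovine serum; incubation: 6 h compound exposure at 37 °C after overnight seeding; measured by: luciferase luminescence after 10 min with Steady-Glo reagent; evaluation: % reporter activation, DMSO baseline versus tunicamycin full activation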
XBP1 UPR activ – adaptive UPR (XBP1) activation. CHO-XBP1 luciferase reporter, IRE1-XBP1 UPR activation, luminescence; percent of tunicamycin response, DMSO as zero. activation, % at 20 µM. 330,000 tested, 0.33% active;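 active = versus positive control, 20 µM dose yields 30% or more activation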;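 also: 100% = tunicamycin at 10 µg/mL and 0% = DMSO only wells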
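incubation = overnight seeding at 37 °C, 6 h compound treatment at 37 °C | assay system = CHO-XBP1 cells stably carrying IRE1-XBP1-driven luciferase reporter | input = 1000 cells per well | detection = luciferase luminescence | dosing = single point, 20 µM final compound, 1% DMSO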
Mdm2 MdmX PPI – disrupts the human Mdm2-MdmX interaction. O15151+Q00987. SaOS-2 split-luciferase Mdm2/MdmX complementation, luminescence. inhibition, % at 8 µM. 330,000 tested, 3% active. AID 485346;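 active = inhibition of at least 50% at 8 µM in the primary screen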
Target sequence (O15151 whole entry, looked up): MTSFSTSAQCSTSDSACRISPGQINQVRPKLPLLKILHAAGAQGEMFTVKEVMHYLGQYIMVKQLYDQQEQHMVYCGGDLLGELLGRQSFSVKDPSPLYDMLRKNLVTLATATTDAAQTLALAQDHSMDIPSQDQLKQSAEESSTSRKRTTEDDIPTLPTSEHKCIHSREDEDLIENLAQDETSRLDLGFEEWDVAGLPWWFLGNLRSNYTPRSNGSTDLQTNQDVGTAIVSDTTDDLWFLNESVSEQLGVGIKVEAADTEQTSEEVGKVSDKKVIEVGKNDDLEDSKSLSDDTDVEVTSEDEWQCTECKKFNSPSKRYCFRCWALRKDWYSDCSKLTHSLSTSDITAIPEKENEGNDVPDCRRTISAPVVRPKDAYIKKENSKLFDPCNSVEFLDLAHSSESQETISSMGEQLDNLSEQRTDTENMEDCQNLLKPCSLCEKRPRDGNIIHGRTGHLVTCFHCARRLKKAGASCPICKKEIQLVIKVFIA
Target sequence (Q00987 whole entry, looked up): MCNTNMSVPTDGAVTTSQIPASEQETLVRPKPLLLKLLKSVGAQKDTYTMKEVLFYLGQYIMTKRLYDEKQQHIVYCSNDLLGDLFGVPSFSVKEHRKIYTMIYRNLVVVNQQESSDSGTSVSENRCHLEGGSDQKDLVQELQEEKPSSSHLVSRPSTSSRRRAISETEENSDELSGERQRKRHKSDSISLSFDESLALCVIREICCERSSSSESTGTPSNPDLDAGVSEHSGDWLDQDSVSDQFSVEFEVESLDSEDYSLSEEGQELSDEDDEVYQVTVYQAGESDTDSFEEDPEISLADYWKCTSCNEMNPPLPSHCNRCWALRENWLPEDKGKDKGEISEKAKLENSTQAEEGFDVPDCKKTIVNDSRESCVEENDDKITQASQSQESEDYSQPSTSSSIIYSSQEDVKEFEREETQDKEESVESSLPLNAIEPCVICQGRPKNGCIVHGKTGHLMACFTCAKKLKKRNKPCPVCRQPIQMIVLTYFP
tim10-1 inh – tim10-1 yeast growth inhibition; S. cerevisiae tim10-1 ts strain growth, BacTiter-Glo, 24 h; inhibition, % at 20 µM; 330,000 tested, 2.2% active;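 active = inhibition of at least 40%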;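 also: mutant grown at 25 °C; 0% = DMSO wells with yeast and 100% = wells holding no yeast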
Starred values were filed as active, the others as inactive; nt = no result given.

cpd	SMILES	tim10-1 inh	APJ antag	APJ agonist	TIM10 inh	Mdm2 MdmX PPI	UPR CHOP act	XBP1 UPR activ	tim23-1 inh	CXCR6 block
1	CCC(=O)c1ccc(OCC(=O)OCC(=O)c2c(N)n(C)c(=O)n(C)c2=O)cc1	17.5	13.8	3.0	7.6	17.3	-0.3	-0.8	3.2	-17.1
2	CON(C)c1nc(OCCNC(=O)OCc2ccc(Cl)cc2Cl)nc(N(C)C)n1	21.0	-8.8	-0.6	9.4	16.7	6.0	-1.0	34.5	-1.2
3	Cc1nn(-c2ccc(N3CCCCC3)nn2)c(C)c1CCC(=O)Nc1cc(F)ccc1F	9.8	-12.8	13.0	20.3	-77.5	3.8	0.2	28.2	3.6
4	CC(=O)N1CCN(c2ccc(C(N)=O)cc2[N+](=O)[O-])CC1	9.6	-5.1	-1.4	-7.3	-27.5	0.6	0.1	9.1	0.5
5	COc1cc(C)ccc1OCCOCCOc1ccc(C)cc1[N+](=O)[O-]	24.1	10.8	-4.8	18.0	-36.2	-0.1	-1.2	22.7	-5.9
6	Cc1cccc(/N=C2/NC(=O)C(Cc3ccccc3)S2)n1 (stereo not drawn)	14.5	13.5	-1.6	-4.6	-34.2	0.9	0.9	-7.7	-9.3
7	CCCCOc1cccc(C(=O)Nc2ccc(S(=O)(=O)Nc3nnc(CC)s3)cc2)c1	6.9	-12.7	-2.2	-2.7	13.8	1.8	-2.6	13.3	-3.5
8	COCCCn1c(=O)/c(=C\c2ccccc2OC(F)F)s/c1=C(/C#N)C(=O)NC(C)C	23.4	0.4	0.2	8.0	-14.1	2.5	2.1	11.9	11.2
9	O=C(CCC(=O)N(CC(=O)NC1CCCC1)Cc1ccccc1)Nc1nccs1	-17.6	3.1	-1.2	11.1	-19.2	3.3	-0.5	2.8	0.5
10	CCn1c(SCC(=O)NCc2ccccc2)nnc1-c1cccnc1	13.8	1.6	-3.6	-3.3	7.6	-0.1	-2.6	-2.4	-3.3
11	O=C(CCl)Nc1cccc2ncccc12	-3.8	-19.0	-3.4	-8.4	30.0	0.4	-1.6	2.6	-1.6
12	Clc1ccc(COc2ccccn2)c(Cl)c1	12.4	-4.7	1.6	-13.8	8.8	3.4	1.4	-0.1	3.7
13	CCCCn1nnnc1SCC(=O)NC1CCCCC1	13.2	-0.6	0.3	-5.5	5.0	0.5	5.0	14.4	-0.3
14	N#Cc1ccc(C(=O)CSc2n[nH]c(=O)n2-c2cccnc2)cc1	-22.2	3.2	-2.2	-8.8	-10.5	-0.6	1.1	-7.4	9.1
15	O=C(COC(=O)/C=C/c1ccc(Cl)cc1Cl)Nc1ccc2c(c1)OCCO2	2.6	-0.4	-2.6	-21.2	17.9	3.1	-1.2	-5.6	1.0
16	O=c1[nH]c2ccccc2nc1-c1cccs1	10.9	9.7	-0.1	21.9	-46.3	0.7	3.2	12.3	-1.9
17	COc1ccc(C(=O)N/N=C/c2ccc(OC)c(COc3c(F)c(F)cc(F)c3F)c2)cc1	1.2	-17.8	2.9	23.3	21.6	3.2	-4.5	24.3	-1.7
18	CCCOc1ccccc1Cn1c(=O)oc2ccccc21	12.7	0.7	-2.3	-16.5	4.9	4.2	0.9	11.4	0.0
19	CN(CC(=O)Nc1ccccc1-c1ccccc1)Cc1ccccc1Cl	14.7	3.9	-3.2	20.0	5.9	-0.7	-3.4	19.1	-2.3
20	CC(C)(C)c1ccc(C(=O)Nc2cccc(C(=O)N3CCOCC3)c2)cc1	-3.6	8.8	0.5	8.2	-8.3	0.3	0.5	15.6	-4.8
21	Cc1c(C(=O)Nc2ccc(OCc3ccccc3)cc2)cccc1[N+](=O)[O-]	-2.8	3.5	-5.3	-15.8	8.7	5.7	1.4	-2.0	-4.7
22	CC(=O)OCC1=C(C(=O)O)N2C(=O)C(NC(=O)c3ccc(F)cc3)C2SC1 (stereo not drawn)	-1.7	-1.9	-2.6	11.8	-14.2	0.2	-2.6	9.2	0.9
23	O=C(OCc1nc2ccccc2s1)[C@@H]1CCCN1S(=O)(=O)c1ccccc1F	12.6	4.1	2.7	-20.6	9.6	3.1	-3.0	24.2	-1.2
24	Cc1ccc(NC(=O)CC2SCCNC2=O)cc1Cl (stereo not drawn)	2.4	-0.3	-2.5	4.4	-1.3	3.1	1.8	5.6	3.5
25	COc1ccc(NC(=O)c2sc3nc(C)cc(C)c3c2N)c(OC)c1	-7.8	-7.2	-0.7	6.3	2.2	1.6	2.1	5.1	-4.7
26	Brc1ccc(OCc2ccccc2)c(CNCc2ccncc2)c1	-33.9	5.6	0.6	-75.0	15.1	0.6	4.2	-287.6	-10.9
27	COc1ccc(NS(=O)(=O)c2cc3c(cc2C)N(C(C)=O)CCO3)cc1OC	6.6	-4.3	-3.3	2.5	4.4	1.3	2.6	10.8	-4.2
28	Cc1cccc(Cn2cnc3c(sc4nc(C)cc(C)c43)c2=O)c1	17.3	6.6	-0.7	18.7	7.5	-1.3	0.6	31.2	19.5
29	O=C(NNC(=O)c1ccccc1F)c1ccc2nc[nH]c2c1	4.1	-3.0	12.7	9.5	11.3	2.8	-1.6	0.8	5.5
30	Cc1cccc(N=C(N2CCOCC2)P(=O)(N2CCOCC2)N2CCOCC2)c1	2.5	-6.8	-2.0	5.9	-0.4	-1.7	0.8	7.0	-0.8
31	COc1ccccc1NC(=O)Nc1ccc(N2CCOCC2)cc1	-3.7	-5.7	-2.4	6.2	-36.7	6.1	1.4	11.9	3.3
32	COc1ccc(OC)c(NC(=O)C2C3CCC(O3)C2C(=O)O)c1 (stereo not drawn)	-0.9	6.7	9.7	-1.4	-5.9	0.2	0.3	14.9	nt
33	Cn1c(Cc2ccc(Cl)cc2)nnc1SCC(=O)NC1CC1	2.5	-9.0	-6.5	7.5	-14.6	-0.9	-2.3	9.0	-0.2
34	COc1cc2c(cc1OC)CN(C(=O)C1CCC(=O)N(CCCN3CCOCC3)C1)CC2 (stereo not drawn)	-0.5	11.4	-3.2	-2.1	6.5	-1.2	-2.5	-0.4	-2.3
35	CCn1c(Cc2ccccc2)nnc1SCC(=O)N1CCCC1=O	-1.4	-27.8	3.0	1.0	11.9	2.2	-6.1	7.9	-4.0
36	CCOc1ccccc1NC(=O)C1CCN(C(=O)Cc2ccccc2)CC1	6.0	-0.1	-1.3	-0.7	8.6	-0.4	-1.2	10.4	1.5
37	Cc1cccc(C(=O)Nc2cccc(C(=O)N/N=C/c3ccc4c(c3)OCO4)c2)c1	9.1	7.1	1.2	6.8	18.0	2.2	2.8	3.6	-2.9
38	O=C(C[C@H]1C[C@H](C(=O)N2CCCCC2)[C@@]2(CCc3ccccc3)c3[nH]c4cc(-c5ccco5)ccc4c3CCN2C1=O)NCc1cccc(C(F)(F)F)c1	18.9	nt	nt	0.8	18.6	1.7	-1.0	30.2	7.0
39	CCOc1ccc(S(=O)(=O)N(C)CC(=O)N2CCCC2)cc1	8.5	-1.9	0.2	5.6	-15.0	1.2	-3.0	15.2	-6.1
40	CSc1ccc(/C=N/NC(=O)c2ccc(O)cc2)cc1	9.9	-16.0	0.6	-5.4	-35.2	5.7	2.3	14.7	-0.3
41	C#CCn1ccc(O)c(Cc2ccccc2)c1=O	-6.0	26.9	-4.0	-4.0	-0.4	1.1	-5.6	-4.8	2.8
42	Cc1ccc(-n2nnnc2SCC(=O)Nc2ccc3c(c2)OCCO3)cc1C	6.1	14.5	0.3	1.2	5.6	-0.6	0.3	0.2	0.6
43	CCc1noc(C)c1C(=O)N1CCSC1=Nc1cccc(Cl)c1C	24.6	16.4	-6.7	2.8	0.7	-1.4	-2.0	26.3	7.0
44	CN(C)c1ccc(/C=N/n2c(-c3ccccc3Br)n[nH]c2=S)cc1	42.0*	8.0	1.8	40.7*	-13.8	1.6	1.9	43.9	-1.6
45	CCn1c(SCC(=O)NCc2ccc(F)cc2)nc2c(c1=O)SC(C)C2 (stereo not drawn)	6.0	-60.9	-3.5	-0.6	8.8	0.1	-1.0	-10.4	8.4
46	CN(Cc1ccccc1)C(=O)c1ccccc1-c1ccccc1	0.2	6.9	-3.3	14.9	-16.1	-1.4	-3.4	29.3	10.4
47	O=C(NNc1ccccn1)C(=O)NNS(=O)(=O)c1ccc(Cl)cc1	8.0	-13.1	0.0	6.7	23.2	-1.3	-1.4	-3.6	-15.6
48	CC(=O)Nc1ccc(S(=O)(=O)NCC(=O)NNC(=O)c2csc(N3CCOCC3)n2)cc1	3.6	-28.5	5.0	4.1	-4.4	-0.1	-2.0	1.0	-0.9
49	CSc1nnc2n(Cc3ccccc3)c(=O)c3c4c(sc3n12)COC(C(C)C)C4 (stereo not drawn)	10.7	3.5	-5.6	7.7	23.4	-2.9	1.4	7.8	nt
50	COn1c2c(c3c4nonc4ccc31)CCCC2	24.9	8.1	-2.9	21.0	58.6*	-1.1	-2.2	16.2	-4.9
51	O=C(NCc1ccc(Cl)cc1)C1CCN(C(=O)Cc2ccccc2)CC1	12.4	5.4	-5.5	6.3	8.3	2.4	-2.3	-4.3	1.0
52	CNC[C@@H]1Oc2ccc(NC(=O)Nc3cccc4ccccc34)cc2C(=O)N([C@@H](C)CO)C[C@@H]1C	28.3	0.1	-2.3	2.2	-4.8	-1.0	-0.5	10.2	nt

Given in transposed form: two of the compounds above.
50. COn1c2c(c3c4nonc4ccc31)CCCC2
51. O=C(NCc1ccc(Cl)cc1)C1CCN(C(=O)Cc2ccccc2)CC1
Screen / compound no.	50	51
tim10-1 inh	24.9	12.4
APJ antag	8.1	5.4
APJ agonist	-2.9	-5.5
TIM10 inh	21.0	6.3
Mdm2 MdmX PPI	58.6*	8.3
UPR CHOP act	-1.1	2.4
XBP1 UPR activ	-2.2	-2.3
tim23-1 inh	16.2	-4.3
CXCR6 block	-4.9	1.0

This is a subset; the hit share may differ from the screen's.
